Akt phos inh – HTS Assay for Inhibitors of Akt Phophorylation: Primary Screen; 360,000 compounds, 0.32% hits; Neuro2A IGF-stimulated pAkt S473 HTRF, 20 min; active compounds read low; activity change, % for hits at 50 µM; AID 651550, 2012; in the data active = activity change below about -80%; inconclusive = mostly about -51% to -80%; also: % is scaled to controls: 0 for no effect and ±100 for the full control effect
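Single-point screen (50 µM final compound) in Neuro2A cells stimulated 20 min with 6 nM IGF at 37 deg C. After lysis, Ser473-phosphorylated Akt read by HTRF (ex 330 nm, em 615/665 nm) as the 665/615 ratio.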
MmCpn inh – Inhibitors of TCP-1 ring complex (TRiC) of Methanococcus maripaludis (MmCpn): qHTS; Potency, µM (doses to about 76.9 µM), without a hit: at the highest dose activity, negative = inhibition, actives largely listed as inhibitors; 330,000 compounds, 0.031% hits; purified Mm-Cpn ATPase, ADP Transcreener TR-FRET; also: potency is read from the fitted curve at half-maximal effect; % is scaled to controls: 0 for no effect and ±100 for the full control effect; nearly all actives have a fitted effect of over 80% in size
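Purified archaeal chaperonin (25 nM final) was preincubated with compound for 10 min at 37°C, then ATP (10 uM final) was added for 30 min at 37°C in Tris pH 7.4/KCl/MgCl2/DTT buffer. ADP was quantified by HTRF Transcreener TR-FRET.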
TGFb inhibitor – qHTS for Inhibitors of TGF-b | Potency, µM (top dose mostly 46.1 µM), for the others: at the top dose activity, negative = inhibition, hits mostly inhibitors | 410,000 compounds, 1.2% hits | HepG2 CAGA-GFP TGF-b/SMAD3 reporter, GFP fluorescence, 18 h; TGF-beta stimulated, 500 pg/mL final; also: potency is read from the fitted curve at half-maximal effect; % is scaled to controls: 0 for no effect and ±100 for the full control effect; nearly all actives have a fitted effect of over 65% in size
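Inhibition of TGF-beta-driven CAGA-GFP reporter expression in HEPG2 cells is measured by cellular GFP fluorescence after 18 h stimulation with 500 pg/mL recombinant TGF-beta in 1% FBS medium at 37 degrees C.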
HepG2 tox – qHTS for Inhibitors of TGF-b: Cytotox Counterscreen | HepG2 CAGA-GFP viability, ATP luminescence, 18 h | Potency, µM (top dose mostly 46.1 µM), for inactives: top-dose activity change, negative = cytotoxicity, actives largely listed as cytotoxic | 410,000 compounds, 0.76% hits | AID 588856, 2011; also: potency is read from the fitted curve at half-maximal effect; some results filed as inactive show a strong effect at the top dose
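CellTiter-Glo luminescence gave cytotoxicity after 18 hours at 37 degrees C. The cells were HepG2 CAGA-GFP in 1% FBS DMEM, stimulated with 500 pg/mL TGF-beta after compound addition. %Activity was normalised to no-cell wells (complete cell-killing) and DMSO (no toxicity), and curves were fitted and classified.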
A549 tox – Nrf2 qHTS screen for inhibitors: counterscreen for cytotoxicity; A549 ARE-Fluc cells, CellTiter-Fluor viability, 18-24 h; Potency, µM (doses to about 46 µM), for the others: top-dose activity change, negative = cytotoxicity, usual class: inhibitors; 390,000 compounds, 0.16% hits; AID 504648, 2011; also: potency is read from the fitted curve at half-maximal effect; % is scaled to controls: 0 for no effect and ±100 for the full control effect
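Cytotoxicity counterscreen: CellTiter-Fluor fluorescence was measured in A549 ARE_Fluc cells after 18-24 h of compound exposure in a concentration series. The subsequent BugLite luminescent read reports ARE-luciferase activity.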
CCT modulator – High-Throughput Screening for Modulators of Cytosolic Chaperonin Activity | 360,000 compounds, 0.3% hits | AID 651819, 2012 | purified chaperonin ATPase assay, HTRF ADP detection, 30 min | activity change, % (no concentration beside the values), hits read low; in the data active = activity change below about -30%; also: % is scaled to controls: 0 for no effect and ±100 for the full control effect
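TRiC at 40 or 20 nM final (batch-dependent) in 30 mM Tris pH 7.4, 100 mM KCl, 5 mM MgCl2, 1 mM DTT, with compound at single 76 uM and 10 uM ATP, 30 min at 37 deg C. ADP detected by HTRF Transcreener, 665/615 ratio.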
Nrf2 ARE act – qHTS of Nrf2 Activators; AREc32 ARE-luciferase reporter (MCF7-derived line), luminescence, 24 h; Potency, µM (top dose mostly 46.1 µM), without a hit: at the highest dose activation, hits mostly activators; 410,000 compounds, 0.31% hits; AID 624171, 2012; also: potency is read from the fitted curve at half-maximal effect; % of control where 0% means no effect; nearly all actives have a fitted effect of over 65% in size
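Nrf2 activation is followed as ARE-luciferase induction in the AREc32 line after one day of compound treatment; luminescence is read with Steady-Glo.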
Nrf2 block – Nrf2 qHTS screen for inhibitors. 360,000 compounds, 2.1% hits. A549 ARE-Fluc reporter, luciferase luminescence, 18-24 h. Potency, µM (doses to about 46 µM), for the others: top-dose activity change, negative = inhibition, most hits filed as inhibitors; also: potency is read from the fitted curve at half-maximal effect; % is scaled to controls: 0 for no effect and ±100 for the full control effect; nearly all actives have a fitted effect of over 60% in size
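Cells were seeded and rested 2 h, then exposed to compounds for 18-24 h. CellTiter-Fluor was read first as a viability measure. BugLite was added 15 min before the final luminescent read of ARE-luciferase activity in A549 cells.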
ATXN viability – Viability Counterscreen for Primary qHTS for Inhibitors of ATXN expression; AID 651635, 2014; S2 cells (HEK-293 line with an ATXN2-luciferase reporter) viability, CellTiter-Fluor protease fluorescence, 24 h; 400,000 compounds, 0.49% hits; Potency, µM (titrated, usually from 56.7 µM), most hits filed as cytotoxic; also: potency is read from the fitted curve at half-maximal effect; nearly all actives have a fitted effect of over 40% in size
* marks the source's active call; other numbers are inactive results; i = inactive; ? = inconclusive; / = no result given; [ ] = another dose, or the depositor's remark. Unless noted, calls follow the shape of the dose curve; as a rule, active = well fitted curve in the direction sought with a large enough effect; inconclusive = small, poorly fitted or top-dose-only effect, or another doubt; inactive = no such curve, though single readings can be large; an effect the other way counts as inactive or inconclusive.

SMILES	Akt phos inh	MmCpn inh	TGFb inhibitor	HepG2 tox	A549 tox	CCT modulator	Nrf2 ARE act	Nrf2 block	ATXN viability
COc1cccc(C(=O)N(Cc2ccco2)c2c(N)n(Cc3ccccc3)c(=O)[nH]c2=O)c1	i	0%	-23%	2%	12%	-1.0	0.5%	8%	i
O=C(NC1CCS(=O)(=O)C1)C1CCCN(S(=O)(=O)c2ccc(Cl)cc2)C1 (centres undefined)	i	0%	-7%	-1%	7%	0.0	0.0%	-13%	i
O=C(COC(=O)C12CC3CC(CC(O)(C3)C1)C2)NCc1ccco1	/	/	3%	1%	0%	/	/	22%	/
CCOC(=O)/C=C1/SCC(=O)N1CC(=O)Nc1ccccc1OC(F)F	i	/	20%	1%	2%	0.1	-0.5%	1%	i
CC(C)(C)C(=O)NC(=S)Nc1ccccc1C(=O)Nc1ccccc1	i	-2%	-5%	0%	-3%	-3.3	-0.2%	4%	i
COc1ccc(-c2sc3cc4c(cc3c2C#CCO)OCO4)cc1	i	-17%	?	-2%	-2%	-0.1	8.6%	-25%	i
CC1CCC2(CC1)NC(=O)N(CC(=O)c1cccn1C)C2=O (centres undefined)	i	-1%	7%	7%	-6%	0.9	-0.1%	-5%	i
O=C(NCC(c1ccc2c(c1)OCO2)N1CCOCC1)C(=O)Nc1cccc(Cl)c1 (centres undefined)	/	/	-10%	-20%	-1%	/	0.5%	/	/
Cc1cccc(C)c1N1CCN(CCn2c(=S)[nH]c3ccccc3c2=O)CC1	i	0%	-2%	-28%	11%	-2.1	-0.9%	-2%	?
CC12CCC(C(=O)Nc3nccs3)(OC1=O)C2(C)C (centres undefined)	/	-6%	10%	11%	3%	1.4	-0.1%	2%	/
CCCc1c2ccccc2nc2ccccc12	i	-3%	-15%	-1%	5%	0.3	-0.1%	-11%	i
CN(Cc1ccsc1)C(=O)Cn1cc(Br)ccc1=O	i	-1%	0%	-27%	0%	0.1	2.0%	?	i
COc1cccc(C(=O)C2CCCN(Cc3cn(C)nc3-c3ccccc3)C2)c1 (centres undefined)	i	-5%	8%	4%	-9%	-2.7	-0.8%	3%	i
Cc1cccc(-c2noc(CCC(=O)NCCc3ccccc3)n2)c1	i	-2%	-3%	0%	3%	-0.5	1.2%	-11%	i
Cc1noc(C)c1C(=O)N1CCC1(C)C(=O)NS(=O)(=O)c1cccc(F)c1 (centres undefined)	i	/	10%	2%	/	0.5	-0.8%	/	i
CS(=O)(=O)N(CC(=O)Nc1ccc2c(c1)OCO2)c1ccc(Cl)cc1	i	-1%	13%	1%	-7%	-0.3	0.2%	9%	i
Cc1sc2ncnc(N3CCN(c4ncccn4)CC3)c2c1C	/	-1%	?	-10%	-12%	-7.2	-0.7%	15µM*	i
CC(C)C(NS(=O)(=O)c1ccc2c(c1)C(C)(C)C(=O)N2C)C(=O)NCc1ccccc1Cl (centres undefined)	i	1%	-5%	-7%	0%	1.5	0.1%	0%	i
Cc1cc(C)nc(CCNC(=O)CC2C(=O)NCCN2Cc2ccc(F)cc2Cl)n1 (centres undefined)	i	-15%	7%	-4%	0%	0.4	-0.3%	-8%	?
CC1=NCCN1S(=O)(=O)c1cccc([N+](=O)[O-])c1	i	-1%	-2%	-4%	0%	-1.2	-0.7%	-1%	i
O=C(Nc1ccc2c(c1)OCCO2)c1cnc2n(c1=O)CCS2	i	1%	0%	1%	-1%	0.2	0.4%	?	i
Cc1ccccc1CN(C)C(=O)[C@H](Cc1ccccc1)NC(=O)c1ccco1	i	-2%	0%	-4%	-8%	-8.0	-1.0%	?	i
Cc1c(CC(=O)NCC(=O)NCC(=O)O)c(=O)oc2cc3oc4c(c3cc12)CCCC4	i	-2%	-5%	-16%	0%	-2.2	-0.4%	11%	i
Clc1cccc(-c2ccc(CNCc3ccccn3)o2)c1	i	1%	3%	-42%	6%	0.3	2.4%	3%	i
COc1cccc(NC(=O)c2cc3c(=O)n4ccccc4nc3n(CC(C)C)c2=N)c1	i	1%	3%	-16%	3%	0.8	-0.6%	-21%	i
CCN(CC(=O)NCc1ccc(Cl)cc1)C(=O)CCC(=O)c1ccc(F)cc1	i	3%	-16%	-26%	-6%	-1.6	-0.6%	?	?
COc1ccc(NS(=O)(=O)c2ccc3c(c2)N(C(C)=O)CC(C)S3)c(OC)c1 (centres undefined)	i	-1%	-12%	-11%	-8%	-2.4	2.1%	-9%	i
CCOC(=O)C1(Cc2ccccc2)CCCN(CCCn2cccn2)C1 (centres undefined)	i	5%	?	-37%	-1%	1.2	-0.6%	26%	i
COc1ccc(CCN2C(=O)CC(N3CCC(C(N)=O)CC3)C2=O)cc1OC (centres undefined)	i	2%	-19%	-25%	1%	-4.3	2.7%	0%	i
CN(CCO)C(=O)C(c1ccccc1)c1ccccc1	i	1%	10%	-44%	4%	-1.6	-0.2%	0%	i

Record cards (already shown). Screens in order: Akt phos inh	MmCpn inh	TGFb inhibitor	HepG2 tox	A549 tox	CCT modulator	Nrf2 ARE act	Nrf2 block	ATXN viability
Listed for CCN(CC(=O)NCc1ccc(Cl)cc1)C(=O)CCC(=O)c1ccc(F)cc1 = i	3%	-16%	-26%	-6%	-1.6	-0.6%	?	?
Listed for COc1cccc(C(=O)N(Cc2ccco2)c2c(N)n(Cc3ccccc3)c(=O)[nH]c2=O)c1 = i	0%	-23%	2%	12%	-1.0	0.5%	8%	i
Listed for COc1cccc(C(=O)C2CCCN(Cc3cn(C)nc3-c3ccccc3)C2)c1 (centres undefined) = i	-5%	8%	4%	-9%	-2.7	-0.8%	3%	i
Listed for Cc1noc(C)c1C(=O)N1CCC1(C)C(=O)NS(=O)(=O)c1cccc(F)c1 (centres undefined) = i	/	10%	2%	/	0.5	-0.8%	/	i
Listed for O=C(NC1CCS(=O)(=O)C1)C1CCCN(S(=O)(=O)c2ccc(Cl)cc2)C1 (centres undefined) = i	0%	-7%	-1%	7%	0.0	0.0%	-13%	i

(further entries)
SMILES	Akt phos inh	MmCpn inh	TGFb inhibitor	HepG2 tox	A549 tox	CCT modulator	Nrf2 ARE act	Nrf2 block	ATXN viability
CC1(C)CC(=O)C2=C(C1)N1CCCCC1CC2=O (centres undefined)	i	0%	22%	-3%	-10%	-1.6	-0.2%	3%	i
CC(=O)c1ccc(NC(=O)COc2ccccc2-c2nc(C(C)C)no2)cc1	/	/	-26%	3%	5%	/	-0.3%	?	i
Cc1cccn2c(=O)cc(CSc3nnc(NC(=O)c4ccc(F)cc4)s3)nc12	/	/	-1%	0%	-3%	/	-0.7%	/	/
C[C@@H](C(=O)Nc1nccs1)N1C(=O)C2CC=CCC2C1=O (some centres undefined)	i	-7%	7%	2%	1%	-0.3	1.9%	2%	i
Cc1ccc(OCC(=O)NNC(=S)NCc2ccccc2)cc1	i	-1%	30%	16%	1%	-0.7	0.4%	-7%	i
Cc1ccc(C)c(N(CC(=O)Nc2ccccc2C(=O)NCc2ccco2)S(=O)(=O)c2ccccc2)c1	i	-4%	24%	-11%	13%	-0.1	4.3%	2%	i
O=C(O)C1CCCCN1S(=O)(=O)c1ccc(Cl)s1 (centres undefined)	i	2%	9%	16%	1%	-3.2	0.1%	5%	i
COC(=O)c1nnn(CC(=O)Nc2ccc(C)c(F)c2)c1C(=O)OC	i	2%	-23%	-16%	-1%	-3.4	-0.7%	7%	i
COc1cccc(C(=O)N2CCC(N3CCN(Cc4ccc(F)cc4)C(=O)C3=O)CC2)c1	/	/	-9%	2%	-3%	/	0.7%	0%	i
Cc1ccc(C(=O)CSc2nnc(-c3ccco3)n2Cc2ccccc2)cc1	-109%*	-3%	0%	-78%	-6%	-0.6	2.9%	10%	i
Cc1ccc(N(C)S(=O)(=O)c2cccc(C(=O)N3CCN(Cc4ccccc4)CC3)c2)cc1	i	-26%	-21%	-17%	15%	0.6	2.1%	-16%	i
COc1cc(OC)c(NC(=O)C(Cc2ccccc2)NS(=O)(=O)c2cccc3nsnc23)cc1Cl (centres undefined)	/	/	-13%	0%	-13%	/	0.3%	-3%	i
Cc1cc(=O)oc2cc(OCC(=O)Nc3ccccc3C(N)=O)c(Cl)cc12	i	1%	-17%	1%	5%	0.5	-0.1%	-18%	i
CN(C)S(=O)(=O)c1cc(NC(=O)CNCc2ccccc2)ccc1Cl	i	0%	7%	-4%	0%	-1.8	4.5%	?	i
COc1ccc([C@H]2CC(=O)C=C(c3ccc(OC)nc3)C2)cc1	i	0%	-2%	-18%	4%	-0.5	0.1%	17%	i
O=C1c2ccccc2C(=O)N1CCN1CCCCC1	i	0%	-14%	2%	1%	-2.0	-0.5%	7%	i
Cc1cccc(NC(=O)CSc2nnc3[nH]c(=O)cc(-c4ccccc4)n23)c1C	/	/	2%	-23%	0%	/	-0.3%	/	/
CCc1ccc(OCC(=O)N/N=C(\C)c2ccc(OC(F)F)cc2)cc1	i	1%	-12%	-14%	12%	0.1	2.4%	0%	i
CN(C)Cc1csc(NC(=O)Nc2ccccc2-c2ccccc2)n1	i	/	10%	-17%	/	-2.1	-0.3%[9.22 µM]	/	?
O=C(Nc1ccc(F)cc1F)c1cc(-c2ccc(Cl)cc2)on1	/	/	5%	-14%	2%	/	-0.2%	1%	i
CC(=O)c1ccc(S(=O)(=O)N2CCN(c3nn(C)c(=O)n(C)c3=O)CC2)cc1	i	-1%	18%	3%	1%	-3.0	-0.1%	-1%	i
CCNC(=S)NS(=O)(=O)c1ccccc1	i	1%	14%	1%	-10%	-1.0	0.1%	-14%	i
Cc1cc(=O)cc(C)[nH]1	i	0%	-23%	0%	8%	0.0	0.0%	0%	i
CCc1nnc(NC(=O)CSc2nc3cccnc3n2Cc2ccccc2)s1	i	-3%	-16%	4%	2%	0.5	0.2%	-6%	i

Assay outcomes: PubChem BioAssay, National Center for Advancing Translational Sciences (NCATS)
